# ERb SRC1 inh = inhibitors of ERβ-SRC1 coactivator interaction, primary screen, biochemical, TR-FRET, ERβ LBD, SRC-1 peptide | Estrogen receptor beta (Homo sapiens), Q92731 | TR-FRET ER-beta LBD / SRC1-Cy5 peptide binding; receptor agonist-loaded with 1 µM estradiol | inhibition, % at 25.6 µM | 86,000 compounds, 1.3% hits;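 active = compounds whose percent inhibition of the receptor-coactivator binding signal exceeds about 50% in the single-dose screen, limit read from the data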;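 also: 0% = receptor plus peptide wells without compound and 100% = peptide-only wells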
# Target sequence (Q92731 whole entry, looked up, the tested form may be a part): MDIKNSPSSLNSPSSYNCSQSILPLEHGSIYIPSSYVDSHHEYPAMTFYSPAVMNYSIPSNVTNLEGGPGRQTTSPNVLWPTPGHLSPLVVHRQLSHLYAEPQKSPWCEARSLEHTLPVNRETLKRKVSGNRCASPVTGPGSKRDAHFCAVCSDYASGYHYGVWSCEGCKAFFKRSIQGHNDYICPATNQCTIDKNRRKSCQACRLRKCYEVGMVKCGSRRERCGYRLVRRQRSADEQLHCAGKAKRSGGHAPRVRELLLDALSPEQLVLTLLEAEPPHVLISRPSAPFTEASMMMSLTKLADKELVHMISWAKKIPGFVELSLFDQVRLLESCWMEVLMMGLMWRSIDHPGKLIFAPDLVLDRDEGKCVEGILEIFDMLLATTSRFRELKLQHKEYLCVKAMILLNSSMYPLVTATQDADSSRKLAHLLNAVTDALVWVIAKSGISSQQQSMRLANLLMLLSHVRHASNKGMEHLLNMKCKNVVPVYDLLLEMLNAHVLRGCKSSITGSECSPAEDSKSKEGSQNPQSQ
# VCAM1 TNFa inh = inhibitors of TNFa-induced VCAM1 expression, primary screen, imaging, HUVEC, TNFa stimulus, immunofluorescence; inhibition, % at 2 µM; 95,000 compounds, 0.48% hits; AID 802, 2007; HUVEC TNFa-induced VCAM-1 immunofluorescence, high-content imaging;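 active = inhibition above the batch mean plus 3 SD, with images confirmed as a hit by eye, cut at about 37% in these data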;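 also: 0% = TNF-stimulated DMSO wells and 100% = unstimulated control wells; not every result past the cut was called active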
# IL1B cytotox = cytotoxicity in IL-1B stimulated HUVEC, primary screen, cytotoxicity control for IL-1B NFkB translocation project, imaging, Hoechst nuclear count, IL-1B stimulus | HUVEC cell count loss | cell count reduction, % at 2 µM | 94,000 compounds, 0.41% hits;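 active = cell count reduction more than 3 SD above the screen-wide mean, cut at about 70% in these data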;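 also: normalized per plate to untreated control cells as the no-loss baseline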
# Smad3 FoxH1 inh = Smad3/FoxH1 peptide binding inhibitors, primary screen, biochemical, TR-FRET | AID 630, 2007 | Mothers against decapentaplegic homolog 3 (Homo sapiens), P84022 | inhibition, % at 25 µM | 88,000 compounds, 0.29% hits | TR-FRET Smad3/Dy647-FoxH1 peptide binding, europium anti-His;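 active = compounds that reduce the energy-transfer binding signal between the protein and its labelled peptide by more than half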;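 also: 0% = Smad3 plus labelled peptide maximal FRET and 100% = peptide-only background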
# cytoskel mod = modifiers of F-actin cytoskeleton organization, primary screen, imaging, HUVEC, phalloidin staining, high-content imaging. HUVEC TNFa F-actin phalloidin imaging. inhibition, % at 2 µM. 91,000 compounds, 0.18% hits. AID 836, 2007;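 active = inhibition above the batch mean plus 3 SD and confirmed as a hit by visual image inspection, cut at about 30% in these data, passing the limit was not always enough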; also: strong numbers were not always called active
# Calb biofilm kill = clotrimazole potentiators killing Candida biofilms, primary screen, with clotrimazole, Alamar Blue; 85,000 compounds, 0.14% hits; C. albicans biofilm + clotrimazole; AID 834, 2007; inhibition, % at 6 µM;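 active = inhibition above 20%; inactive = inhibition below 20%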;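 also: preformed 24 hr biofilms exposed to compound for 48 hr; 0% = biofilm without compound and 100% = blank killed by clotrimazole plus chlorhexidine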
# sEH inhibitor = soluble epoxide hydrolase inhibitors, primary screen, biochemical, human sEH | Bifunctional epoxide hydrolase 2 (Homo sapiens), P34913 | recombinant human sEH enzymatic activity assay | inhibition, % at 2 µM | 91,000 compounds, 0.34% hits | AID 707, 2007; in the data active = inhibition above about 80%; also: values of inactives mirror those of a sister screen read the other way; many of its hits are not listed in these tables
# Target sequence (P34913 whole entry, looked up): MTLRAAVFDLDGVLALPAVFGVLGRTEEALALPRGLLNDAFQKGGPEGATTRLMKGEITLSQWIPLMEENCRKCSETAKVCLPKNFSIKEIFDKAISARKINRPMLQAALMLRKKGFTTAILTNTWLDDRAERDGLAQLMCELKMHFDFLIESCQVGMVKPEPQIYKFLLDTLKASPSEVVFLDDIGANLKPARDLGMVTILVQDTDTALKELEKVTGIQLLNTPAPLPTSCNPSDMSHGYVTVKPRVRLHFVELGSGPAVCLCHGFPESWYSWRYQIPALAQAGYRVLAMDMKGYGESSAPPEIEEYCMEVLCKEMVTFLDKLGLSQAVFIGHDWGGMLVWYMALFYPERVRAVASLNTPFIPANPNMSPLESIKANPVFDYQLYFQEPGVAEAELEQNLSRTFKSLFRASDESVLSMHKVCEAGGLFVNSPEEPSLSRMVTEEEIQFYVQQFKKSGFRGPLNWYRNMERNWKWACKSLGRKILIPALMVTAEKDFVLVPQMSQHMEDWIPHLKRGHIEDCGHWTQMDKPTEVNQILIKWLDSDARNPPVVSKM
# HUVEC tox TNFa = cytotoxicity in TNFa-stimulated HUVEC, primary screen, cytotoxicity control for VCAM1 expression modulator project, imaging, Hoechst nuclei count; HUVEC TNFalpha-stimulated, Hoechst cell count; 93,000 compounds, 0.17% hits; cell count reduction, % at 2 µM;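 active = cell count reduction exceeding the screen mean by over 5 SD, scaled to untreated wells per plate, cut at about 78% in these data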;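 also: cells counted after 24 h of TNF alpha exposure following the 1 h pretreatment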
# sEH act = soluble epoxide hydrolase activators, primary screen, biochemical, human sEH; purified human sEH enzymatic activity, activator screen; activation, % at 2 µM; 91,000 compounds, 0.04% hits; AID 717, 2007; in the data active = activation above about 37%; also: values of inactives mirror those of a sister screen read the other way
# The depositor's hits bear a star; . = no result given; [ ] = dose if it differs, or a comment.
SMILES,ERb SRC1 inh,VCAM1 TNFa inh,IL1B cytotox,Smad3 FoxH1 inh,cytoskel mod,Calb biofilm kill,sEH inhibitor,HUVEC tox TNFa,sEH act
CC(=O)N=C(N)Sc1nc2ccccc2[nH]1,1,5,-28,8,8,3,-6,-4,2
O=C(CSc1nnc(-c2cnccn2)n1Cc1ccco1)c1ccc(Cl)c(Cl)c1,3[fluorescence artefact?],-13,-2,3,-16,0,4,6,-6
Cc1ccc(CNC(=O)c2cc3c(C)nc4ccccc4c3o2)cc1,32[fluorescence artefact?],6,-22,-1,-5,6,1,2,1
O=C(c1cccc(S(=O)(=O)NCc2ccccc2)c1)N1CCN(Cc2ccccc2)CC1,2[fluorescence artefact?],-8,9,-9,-15,3,-4,2,8
O=C(NNC(=O)c1sccc1-n1cccc1)c1ccc(Cl)cc1,.,-9,-20,.,13,.,23,5,-21
COc1ccc(NC(=O)c2noc3c2CCC3)cc1,90*[fluorescence artefact?],2,8,4,.,1,-1,-7,-1
COc1ccc(N2C(=O)CSC23C(=O)Nc2ccccc23)cc1 (stereo unspecified),-17,0,-11,10[fluorescence artefact?],-22,5,-7,6,10
O=C(CSc1ccc2c(c1)OCCO2)NCCN1C(=O)CSC1=O,6,-22,-37,9,24,7,20,-47,-20
Cc1c(NC(=O)C(C)OC(=O)[C@@H](NC(=O)c2ccccc2)C(C)C)c(=O)n(-c2ccccc2)n1C (stereo partly specified),-4[fluorescence artefact?],9,.,1,-16,5,.,-5,.
CC(C)c1nnc(SCC(=O)N2CCc3ccccc32)n1C,-3,-4,-24,5,-1,11,-1,-9,3
COc1ccc(OCc2nnc(SCC(=O)O)n2N)cc1,-24[fluorescence artefact?],6,13,4,11,7,3,-44,-2
O=C(OCc1ccccc1)C1=[N+]([O-])OC(C(=O)OCc2ccccc2)C1c1c[nH]c2ccccc12 (stereo unspecified),-3,9,14,13,-38,3,-7,-27,10
CCc1cc(=O)oc2c(C)c(OCC(=O)N3CCCc4ccccc43)ccc12,-1,-7,-7,8,-10,3,26,-16,-26
CC1CCCCN1C(=O)/C(=C\c1ccccc1)c1ccccc1 (stereo unspecified),.,-3,-10,.,-8,.,-2,-9,3
CCOC(=O)CSc1nc2ccsc2c(=O)n1C1CCN(C(=O)OCC)CC1,9,-12,2,5,-21,4,.,-18,.
CCOC(=O)N1CCN(C(=O)c2oc3ccc(S(=O)(=O)N4CCCCC4)cc3c2C)CC1,1,10,-73,10,-20,2,-8,-26,8
COC(=O)c1[nH]c2cccc(Cl)c2c1NC(=O)CN1CCN(CCO)CC1,-1,-12,18,8,10,6,-3,-22,3
Cc1onc(-c2ccccc2)c1C(=O)Nc1nnc(COc2ccc(Cl)cc2)s1,0,-1,-7,13,-15,9,-4,.,3
Nc1c2c(nc3ccn(-c4ccccc4)c(=O)c13)CCCCC2,17,3,-16,-5,13,5,-12,-20,14
CC(=O)N1CCN=C1SCc1c(F)cccc1Cl,-9,17,4,-1,-6,-3,-18,8,17
NC(N)=N/N=C/c1ccccc1,-3,5,4,17,6,7,-13,-18,9
O=C(c1ccccc1Oc1nnnn1-c1ccccc1)N1CCOCC1,-11,-21,-8,-1,-12,10,5,-4,-1
CC(=O)Nc1c(C(=O)c2ccccc2)oc2ccccc12,3,-6,2,5,17,5,5,-18,-8
CSC1=NCCN1C(=O)Cc1cccs1,26[fluorescence artefact?],6,4,-6,-8,9,5,-10,-4
CCOC(=O)c1sc2ncn(C(CC)C(=O)OCC)c(=O)c2c1C (stereo unspecified),-1,-6,2,-16,-26,-3,0,-15,-1
c1ccc(-c2noc(-c3cccnc3)n2)cc1,-3,5,-32,-5,14,6,4,2,-2
Cc1ccc(CNC(=O)CN2CCN(Cc3ccc(Cl)cc3)C2=O)cc1,52*[fluorescence artefact?],15,0,-15,-24,-1,3,15,-4
CC(C)COC(=O)C1C(=O)CC(C)(O)C(C(=O)OCC(C)C)C1c1cccnc1 (stereo unspecified),9[fluorescence artefact?],5,-30,-2,-1,-5,.,-29,.
OC(CNc1ccccc1)COc1ccc(OCC(O)CNc2ccccc2)cc1 (stereo unspecified),.,2,5,.,5,.,-10,-3,11
O=C(O)C1CC=CCC1C(=O)Nc1ccc(S(=O)(=O)N2CCCc3ccccc32)cc1 (stereo unspecified),23[fluorescence artefact?],.,-1,-4,.,10,-1,.,0
O=S1(=O)CC/C(=N\O)c2ccccc21,6,5,-24,3,-11,3,10,8,-6
CCOC(=O)c1cc2sccc2n1CC(=O)Nc1ccc(OC)cc1,-10,19,-4,-31,0,-2,-8,6,11
CCOCCCN(Cc1ccco1)C(=O)c1cc2c(=O)[nH]c3ccc(C)cc3c2s1,7,0,-5,-3,-21,2,2,-14,-3
Cc1c(N=Cc2cccnc2)c(=O)n(-c2ccccc2)n1C,-2,-26,-24,2,16,1,0,-41,3
COc1ccccc1NC(=O)c1ccc(N)cc1,3,-5,-28,9,2,8,.,1,.
COc1cnn(C(C)(C)C)c(=O)c1Cl,.,41,-61,.,-23,.,-6,34,4
CCOc1ccc(CNC(=S)N/N=C\c2ccc([N+](=O)[O-])cc2)cc1,.,9,-44,.,-28,.,5,-16,-5
CN1C(=O)C2(OCC(COc3ccc(Cl)cc3)O2)c2ccccc21 (stereo unspecified),-30[fluorescence artefact?],4,6,-1,12,7,4,-15,0
O=C1C2C3CCCC3=C3CCCC3C2C(=O)N1c1ccc(Cl)cc1 (stereo unspecified),14,15,-10,2,22,3,1,-21,-3
O=C(C1CCCCN1S(=O)(=O)c1ccc(F)cc1)N1CCN(c2ccccc2F)CC1 (stereo unspecified),.,16,3,.,3,.,19,-6,-19
COC(=O)c1nc(N)sc1-c1ccccc1,3,1,2,-3,6,11,-5,-27,4
C(=N\Nc1nc(-c2ccccc2)cs1)/c1cccnc1,.,-1,1,.,-10,.,-5,8,8
CC(C)CCNC(=O)CCNS(=O)(=O)c1ccc(Cl)cc1,-7,0,7,-7,-1,6,-12,-19,11
N#Cc1c(N)nc(SCC(=O)NCc2ccc3c(c2)OCO3)c(C#N)c1-c1cccs1,12[fluorescence artefact?],1,-11,15[fluorescence artefact?],60*,8,3,-17,-4
S=C(Nc1cccc(Cl)c1)Nc1ccccc1Oc1ccccc1,.,-9,-18,.,2,.,11,6,-8
CCOc1ccccc1/C=N/NC(=O)Cc1csc(Nc2cccc(C(F)(F)F)c2)n1,.,10,-70,.,2,.,-2,-8,4
CS(=O)(=O)N(CC(=O)NCc1ccco1)c1ccc(Cl)c(C(F)(F)F)c1,16,1,-19,-8,-17,11,7,-11,-8
Cc1ccc(OCC(=O)NCc2ccccn2)c(Br)c1,-1,-20,1,3,-3,11,-4,-4,4
COc1ccccc1-n1c(SCC(=O)NC2CCCC2)nc2cccnc21,-3[fluorescence artefact?],12,-21,9,14,4,5,6,-8
CC1Cc2ccccc2N1C(=O)C1CCN(S(=O)(=O)Cc2ccccc2)CC1 (stereo unspecified),8[fluorescence artefact?],9,7,11,9,7,5,-2,-4
Cc1ccc(OCCN2CCN(C(=O)CCC(=O)Nc3nnc(C(C)C)s3)CC2)cc1,-14,-31,5,1,-7,1,8,-27,-8
O=C(NCc1ccc2c(c1)OCO2)c1ccc2snnc2c1,-38[fluorescence artefact?],9,-25,6,-1,4,22,-26,-21
COc1cc(-n2nc(C)c3c2OC(N)=C(C#N)C3c2ccccc2)c(Cl)c(Br)c1O (stereo unspecified),9[fluorescence artefact?],4,12,-3,-22,2,-7,-3,3
CNc1cc(CS(=O)c2ccccc2)nc(-c2ccccc2)n1 (stereo unspecified),.,2,17,.,16,.,14,-15,-14
CCC(C)C(=O)Nc1cc(C(=O)OC)ccc1C(=O)OC (stereo unspecified),-3,13,4,1,6,8,3,-38,-3
COc1cccc(-c2nnn(CC(C)=O)n2)c1,0,-16,-44,-2,8,-2,-8,-36,11
CS(=O)(=O)N1CCN(c2ccc(NC(=O)c3ccc(Br)o3)cc2)CC1,-2,8,12,1,-3,9,10,22,-8
O=C(c1ccc2nc3ccccc3c(=O)n2c1)N1CCN(Cc2ccc3c(c2)OCO3)CC1,.,8,-46,.,5,.,-5,-5,6
CN(C)CCCNCCCNC(=O)/C(=N\O)c1ccccn1,4,8,1,2,-7,7,-1,-6,0
Cc1cccc(NC(=S)NC(=O)c2cc(-c3ccccc3)nc3ccccc23)c1,.,12,-69,.,-4,.,6,-5,-3

# Remaining list, next part:
SMILES,ERb SRC1 inh,VCAM1 TNFa inh,IL1B cytotox,Smad3 FoxH1 inh,cytoskel mod,Calb biofilm kill,sEH inhibitor,HUVEC tox TNFa,sEH act
COc1ccc2cc3cc(C(=O)Nc4ccc5c(c4)OCO5)oc3nc2c1,39,-6,-10,-17,2,8,3,-13,-3
Cc1cc(C(=O)NCCCC(=O)O)c(C)o1,-8,4,-32,-19,-19,1,-5,-7,7
O=C(/C=N/O)NCc1cccnc1,2,5,24,-9,53,6,4,-22,-5
Cc1nc2nc(SCC(=O)N3CCOCC3)nn2c(C)c1Cc1ccccc1,.,14,-17,.,-3,.,.,-12,.
CN(Cc1ccccc1)c1nc2c(c(=O)[nH]c(=O)n2C)n1Cc1ccccc1,2[fluorescence artefact?],0,-21,13,11,-3,18,-35,-18
CC#CCCCC(=O)Nc1cccc(C(=O)O)c1,3,17,-49,-8,.,-2,0,-33,2
CCC(=O)N=c1sc2c(C)cc(C)cc2n1CC(=O)OC,-11,-3,-4,2,12,2,3,-26,-4
CCCCOc1ccc(C2C(=O)N(C3CCCCC3)CC(=O)N2CC2CCCO2)cc1 (stereo unspecified),-3[fluorescence artefact?],-4,5,-5,14,10,-6,-21,7
O=C(COc1cccc(-n2cnnn2)c1)NCCC1=CCCCC1,-12,4,10,-6,-14,4,12,6,-11
C=CCn1c(CSCc2ccccc2)nnc1SCC(=O)NCc1ccccc1,.,-2,9,.,.,.,-19,1,16
CCCn1c(SCC(=O)N2CCN(S(=O)(=O)c3ccc(Cl)cc3)CC2)n[nH]c1=O,0[fluorescence artefact?],-13,-36,0,-9,-1,0,-8,-3
COC(=O)C(CCSC)NC(=O)CNS(=O)(=O)c1ccc(F)cc1 (stereo unspecified),.,0,3,.,23,.,8,-14,-7
Cc1ccc(Cn2c(=O)sc3ccccc3c2=O)cc1,.,6,-30,.,50,.,1,-27,0
CN1CCN(C(=O)c2ccc3ccccc3c2)CC1,0,6,-8,-5,4,5,5,-25,-6
COC(=O)c1ccccc1NC(=O)CN1CCN(C(=O)c2ccco2)CC1,1,7,-19,-6,-6,9,-4,-6,4

# 3 compounds drawn at random from the list so far, as already listed:
SMILES,ERb SRC1 inh,VCAM1 TNFa inh,IL1B cytotox,Smad3 FoxH1 inh,cytoskel mod,Calb biofilm kill,sEH inhibitor,HUVEC tox TNFa,sEH act
O=C(NNC(=O)c1sccc1-n1cccc1)c1ccc(Cl)cc1,.,-9,-20,.,13,.,23,5,-21
CSC1=NCCN1C(=O)Cc1cccs1,26[fluorescence artefact?],6,4,-6,-8,9,5,-10,-4
CN1CCN(C(=O)c2ccc3ccccc3c2)CC1,0,6,-8,-5,4,5,5,-25,-6

# High-throughput results: PubChem, several laboratories

# The list is partial, so the mix of outcomes need not match the whole.
